Screening data deposited in PubChem BioAssay by several laboratories.
NPY-Y1 PAM-ag: potentiators or agonists of human neuropeptide Y receptor Y1 | P25929 | NPY-Y1 expressing cells, potentiator/agonist activation | activation, % at 3.6 µM | actives 0.37% (n = 220,000); in the data active = activation above about 33%, passing the limit was not always enough;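 also: cells stimulated with NPY at EC10 then isoproterenol at EC100; 0% = low agonist plus stimulus and 100% = saturating agonist plus stimulus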
NPY2 pot ag: potentiators or agonists of human neuropeptide Y receptor Y2 | P49146 | cells expressing NPY-Y2, potentiator/agonist read-out | activation, % at 3.6 µM | actives 0.45% (n = 220,000) | AID 1359; in the data active = activation above about 27%;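 also: cells stimulated with NPY near EC25 plus isoproterenol at EC100; 0% = vehicle plus submaximal agonist and 100% = vehicle plus saturating agonist; some results beyond the cut were filed as inactive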
Target sequence (P49146 whole entry, looked up): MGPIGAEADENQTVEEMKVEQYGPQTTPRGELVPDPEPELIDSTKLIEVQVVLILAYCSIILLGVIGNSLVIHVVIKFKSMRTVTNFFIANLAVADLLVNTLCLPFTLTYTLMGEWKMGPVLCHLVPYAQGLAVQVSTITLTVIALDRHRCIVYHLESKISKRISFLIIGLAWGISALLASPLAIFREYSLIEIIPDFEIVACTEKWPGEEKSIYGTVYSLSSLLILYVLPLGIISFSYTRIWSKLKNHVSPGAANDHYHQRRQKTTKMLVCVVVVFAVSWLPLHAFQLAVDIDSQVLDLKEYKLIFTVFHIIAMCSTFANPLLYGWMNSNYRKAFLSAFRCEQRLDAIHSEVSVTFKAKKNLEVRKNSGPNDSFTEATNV
RBBP9 inhibitor: blocks human serine hydrolase RBBP9. inhibition, % at 7.94 µM. AID 1515. recombinant RBBP9, FP-Rh probe fluorescence polarization. actives 0.2% (n = 220,000). O75884;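 active = inhibition above the campaign mean of all tested compounds plus 3 SD, cut at about 14% in these data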;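 also: plate controls were DMSO wells with RBBP9 for no effect and wells lacking RBBP9 protein for full effect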
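Controls: DMSO-treated enzyme wells and wells lacking RBBP9 | Material: RBBP9 protein | Technique: Fluorescence polarization | Replication: Single well per compound, no replicates | Buffer or medium: Tris-NaCl-Pluronic buffer, pH 8.0 | Timing: 30 min compound preincubation, 45 min probe labeling, 25 °C | Read-out basis: Percent inhibition from mP, scaled between DMSO and no-protein wells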
MDM2 E3 inh: blocks human Mdm2 ubiquitin ligase activity; cell-based MDM2 ubiquitination luciferase reporter, 2 h; 0 = plate control, 100 = twice control, blank-subtracted; actives 0.11% (n = 210,000); Q00987; AID 1230; signal enhancement, % at 5 µM;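 active = signal enhancement of 30% or more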;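 also: luminescence tracks abundance of the self-degrading MDM2-luciferase fusion protein; higher signal means inhibition of MDM2 E3 ligase activity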
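Material: Stable MDM2–luciferase fusion reporter cells | Amount: 2000 cells seeded into each well | Dosing: One concentration, 5 µM, with 0.2% DMSO | Incubation: 4 h cell settling then 2 h compound exposure, 37 °C | Measured by: Luciferase luminescence | Read-out basis: % enhancement relative to plate controls after blank subtraction | Benchmarks: Control and blank well means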
Runt-CBFb FRET: inhibitors of human RUNX1 Runt domain binding to CBFb; Q01196+Q13951; Cerulean-Runt/Venus-CBFb FRET ratio 530/480, 1 h; inhibition, % at 20 µM; actives 0.46% (n = 220,000); AID 1496;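 active = inhibition over about 50% at 20 µM in the single-dose screen, limit read from the data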;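 also: 0% = DMSO wells and 100% = excess unlabeled CBFb competitor control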
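Assay system: Cerulean-tagged RUNX1 Runt domain (FRET donor) fusion protein / Amount: 100 nM each of Venus-CBFb and Cerulean-Runt domain / Medium: Tris buffer pH 7.5 with salts and BSA / Also added: Venus-CBFb 100 nM / Schedule: 1 h complex formation plus 1 h compound treatment, room temperature / Signal: FRET fluorescence / Read-out: loss of energy transfer signal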
p97 ATPase inh: inhibitors of human p97 ATPase; AID 1481; actives 0.42% (n = 220,000); recombinant p97 ATPase, Kinase-Glo ATP luminescence, 3 h; P55072; inhibition, % at 8 µM; in the data active = inhibition above about 15%;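 also: 0% = DMSO vehicle and 100% = wells lacking enzyme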
Hck-Nef inh: inhibitors of human Hck kinase activated by Nef; P08631; Recombinant Hck-YEEI plus Nef, Z-Lyte FRET kinase assay; inhibition, % at 20 µM; actives 0.68% (n = 220,000); AID 463187;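 active = Hck-Nef kinase inhibition above about 50%, limit read from the data; inactive = inhibition below that limit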;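 also: 0% = DMSO with Hck plus Nef and 100% = Hck alone without Nef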
Target sequence (P08631 whole entry, looked up): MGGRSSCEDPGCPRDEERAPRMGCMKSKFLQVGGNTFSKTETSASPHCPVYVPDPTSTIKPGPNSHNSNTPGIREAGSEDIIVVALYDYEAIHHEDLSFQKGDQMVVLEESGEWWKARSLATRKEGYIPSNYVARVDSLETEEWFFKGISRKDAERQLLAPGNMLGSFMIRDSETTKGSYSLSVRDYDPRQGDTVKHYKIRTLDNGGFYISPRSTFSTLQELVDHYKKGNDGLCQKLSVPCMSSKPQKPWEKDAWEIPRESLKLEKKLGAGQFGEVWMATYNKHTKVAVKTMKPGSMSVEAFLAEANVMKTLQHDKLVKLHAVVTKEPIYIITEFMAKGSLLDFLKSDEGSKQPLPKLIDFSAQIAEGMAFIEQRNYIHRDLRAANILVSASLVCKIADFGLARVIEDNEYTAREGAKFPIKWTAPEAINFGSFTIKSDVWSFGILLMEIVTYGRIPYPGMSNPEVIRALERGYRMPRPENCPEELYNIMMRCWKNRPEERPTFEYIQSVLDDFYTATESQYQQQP
Runt-SMMHC FRET: Runt domain-CBFb-SMMHC interaction inhibition. inhibition, % at 20 µM. Cerulean-Runt/Venus-CBFb-SMMHC FRET ratio 530/480, 1 h. actives 0.74% (n = 220,000). Q01196+Q13951;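 active = mean inhibition across duplicate retests at 20 µM reaching about 50%, limit read from the data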;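 also: 0% = DMSO wells and 100% = wells with excess untagged CBFb-SMMHC; inhibitors lower the FRET ratio by blocking Runt binding to CBFb-SMMHC; some results filed as inactive read as strong as hits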
NPY-Y1 antag: NPY-Y1 (human) receptor antagonism | AID 1040 | P25929 | HEK293-CNG Y1 cells, membrane potential fluorescence; NPY at EC95, then isoproterenol | inhibition, % at 3.6 µM | actives 1% (n = 200,000);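 active = inhibition above the campaign mean inhibition of all tested compounds plus 3 SD, cut at about 20% in these data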;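 also: 0% = DMSO wells given NPY plus isoproterenol and 100% = isoproterenol alone without NPY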
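Material: HEK293 Y1/CNG channel cell line; also added: NPY (25 nM), isoproterenol (1 µM), Ro 20-1724 (25 µM); doses: one concentration, 3.6 µM, in 0.4% DMSO; schedule: compound incubation 1 h at room temperature, readout 45 min post-stimulation; technique: membrane potential fluorescence; measure: fluorescence ratio normalized to % inhibition between controls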
An asterisk follows results filed as active; . = not tested or not shown. Hits appear at their usual frequency. Share with any hit: about 3.5%.

molecule	Runt-SMMHC FRET	Hck-Nef inh	NPY2 pot ag	MDM2 E3 inh	NPY-Y1 antag	p97 ATPase inh	NPY-Y1 PAM-ag	RBBP9 inhibitor	Runt-CBFb FRET
CN(C(=O)COc1ccc(C(C)(C)C)cc1)C1CCS(=O)(=O)C1 (centres undefined)	5	2	-7	-13	-2	2	-2	-1	0
CCN(CC)CCN1C(=O)c2oc3ccccc3c(=O)c2C1c1ccc(C)cc1 (centres undefined)	-2	-2	0	-10	3	2	3	-1	-1
O=C(NC(=S)Nc1ccc(S(=O)(=O)N2CCCCC2)cc1)c1cccs1	8	-1	10	1	0	-6	3	-13	7
Cc1cccc(CN2CCCC(C(=O)N3CCc4ccccc4C3)C2)c1 (centres undefined)	-3	0	-11	-17	7	-5	2	3	-1
COc1ccc(COC(=O)NNC(=O)c2ccccc2Cl)cc1	0	5	7	-7	0	5	-15	2	1
CC1CCC/C(=N/Nc2ccc([N+](=O)[O-])cc2[N+](=O)[O-])C1 (centres undefined)	-6	-14	2	-12	9	1	13	-9	0
Cc1cccc(C)c1NC(=S)NC(=O)c1ccc(Br)o1	1	4	-4	-6	2	3	1	-3	4
O=C(COc1ccc2ccccc2c1)NNC(=O)[C@@H]1CCCC[C@@H]1C(=O)O	-2	0	0	-25	0	-2	-3	-11	-1
COc1ccc(Oc2ccccc2C#N)cc1	-1	10	1	-23	-2	1	13	-3	1
O=C(NC(NC(=S)Nc1c(Cl)cc(Cl)cc1Cl)C(Cl)(Cl)Cl)OCc1ccccc1 (centres undefined)	4	2	-15	-5	-9	1	7	-7	4
CCCC1C(C#N)=C(N)Oc2cc(C)n(C)c(=O)c21 (centres undefined)	97*	5	9	-1	-4	1	-6	-9	95*
CCn1c2ccccc2c2cc(NC(=O)C(=O)N3CCOCC3)ccc21	-6	20	8	-2	3	7	26	-1	5
CCOC(=O)c1cc2c(C)n(-c3ccc(OCC)cc3)c(C)c2cc(C(=O)OCC)c1=O	-17	1	9	.	1	4	12	6	1
COc1ccccc1NC(=O)NCC(=O)Nc1c(C)cccc1C	2	20	-1	1	-2	2	3	-9	-4
O=C1CC(c2cccc(Cl)c2)CC(O)=C1C=Nc1ccccc1 (centres undefined)	1	5	9	-16	7	8	-12	2	-4
CC(C)(C)C(=O)NNC(=O)c1cnccn1	1	27	-9	.	.	1	-3	4	2
Cc1ccc(N2CCN(S(=O)(=O)N(C)C)CC2)cc1Cl	-5	1	3	4	-2	-1	-8	-12	0
COc1ccc(CCNC(=O)c2cc(CC(C)C)on2)cc1OC	-5	-2	1	-5	5	-3	6	-6	2
CCOC(=O)n1c(=O)n(Cc2cccc(F)c2)c2ccccc21	-4	19	-9	-13	-2	-2	-16	-4	-2
CC1(C)CC(=O)CC(C)(C)N1OC(=O)c1ccco1	2	-1	11	-10	-5	1	8	5	1
CC(C)(CN1CCc2ccccc2C1)NS(=O)(=O)c1ccc(Cl)cc1	0	16	-15	-69	.	2	18	-8	-1
CN(C(=O)COc1nnc(-c2cccs2)c(-c2cccs2)n1)c1ccccc1	-9	1	9	-13	2	-2	-5	-4	0
CN(C)CCCNc1ccc(S(N)(=O)=O)cc1[N+](=O)[O-]	-24	-24	0	-9	2	5	5	-7	-1
O=C(CSc1ncn[nH]1)NC1CCCc2ccccc21 (centres undefined)	-3	28	8	6	-2	5	5	-13	1
CCc1nc2sc3c(=O)n(N)cnc3c2c2c1COC(C)(C)C2	1	2	-5	14	-1	9	-5	7	3
O=C(NCC1CCCO1)C(C(=O)c1ccc(F)cc1)n1ccccc1=O (centres undefined)	-5	0	7	-14	4	7	9	4	0
O=S(=O)(NCc1ccccc1)NCc1cccc(C(F)(F)F)c1	-2	-8	5	16	0	0	12	-5	3
Cc1csc(NC(=O)CSc2nnc(Cn3c(=O)sc4ccccc43)n2-c2ccccc2)n1	-3	1	1	-8	-1	-2	-7	-6	1
Cc1nc(C(=O)NCc2ccccc2)sc1C1(C)CC(c2cccnc2)=NO1 (centres undefined)	0	25	.	16	.	.	.	.	0
CN1CCN(C(=O)Nc2ccccc2)CC1	-1	19	0	-8	1	5	18	-3	-2
CCOc1c(Cl)cc(/C=N/NC(N)=S)cc1OC	1	5	3	-10	6	-6	6	-11	0
CCOC(=O)c1c(C)[nH]c(N=Nc2ccc(C)cc2)c1C	-4	-1	-25	-5	3	-7	-51	-10	-3
Cc1ccc2c(c1)CCCN2C(=O)c1ccncc1	0	18	6	-14	3	2	0	1	0
O=C1O/C(=C\C(=O)N2CCOCC2)c2ccccc21	-3	3	8	-5	-4	7	-14	-4	-2
CCOc1ccc(-n2c(C)cc(C(=O)CCl)c2C)cc1	3	19	6	-8	-2	-3	1	-9	1
CCc1ccccc1S(=O)(=O)Cc1ccc(C(=O)N2CCN(c3ccccc3OC)CC2)o1	3	4	5	-4	-4	6	5	-7	-1
Cc1ccc(S(=O)(=O)/N=C2/C=C(Sc3ncn[nH]3)C(=O)c3ccccc32)c(C)c1	45	-2	-8	6	1	8	-26	3	7
O=C1c2ccccc2C(=O)C1(CO)c1ccccc1	2	27	-9	-4	5	4	-4	-8	1
CN1CCc2c(n(CC(O)CNCc3ccccc3)c3ccccc23)C1=O (centres undefined)	-2	20	-16	-7	22*	5	-31	-5	0
CCOC(=O)c1ccc(NC(=O)Nc2ccon2)cc1	0	21	-36	-2	.	5	-2	-2	-1
O=C(CCC(=O)c1cccs1)OCC(=O)N1CCN(C(=O)c2ccco2)CC1	2	1	-9	-9	0	4	-10	-1	-1
CN(C)c1ccc(C(CNS(=O)(=O)c2ccc3ccccc3c2)c2c[nH]c3ccccc23)cc1 (centres undefined)	-31	6	10	19	1	5	-18	-2	-1
COc1ccc(OC)c(S(=O)(=O)Nc2ccc(F)cc2)c1	-1	1	1	-16	-2	1	-2	-7	2
CC(=O)c1ccc(NC(=S)Nc2ccc3cn[nH]c3c2)cc1	1	24	5	-4	-1	0	-1	-4	8
CC(C)(CNS(=O)(=O)c1ccc2c(c1)OCCO2)N1CCOCC1	1	22	12	-23	2	0	-7	-4	-1
CC(C)(C)Cc1nnc(NS(C)(=O)=O)s1	.	-6	-11	.	2	-1	-18	-9	.
COc1cccc(CNC(=O)c2cccc(Br)c2)c1	-4	1	-3	-3	4	5	-26	-8	-1
O=c1[nH]c2cc([N+](=O)[O-])c([N+](=O)[O-])cc2[nH]c1=O	-5	12	5	-13	0	0	-24	-7	0
COCCn1c(-c2ccc(F)cc2)nc2oc3cc(OC)ccc3c(=O)c2c1=O	1	22	-12	-7	.	-6	-8	-2	-1
Cc1cc(C(=O)Nc2ccccc2C#N)n(-c2ccccc2)n1	0	14	-11	-8	1	0	5	-1	1

Remaining list, next part:
molecule	Runt-SMMHC FRET	Hck-Nef inh	NPY2 pot ag	MDM2 E3 inh	NPY-Y1 antag	p97 ATPase inh	NPY-Y1 PAM-ag	RBBP9 inhibitor	Runt-CBFb FRET
O=C(CC1(O)C(=O)N(Cc2ccc3c(c2)OCO3)c2ccccc21)c1ccccc1 (centres undefined)	1	-2	22	-16	8	3	3	-9	-1
CCOc1ccc2cc(C#N)c(SCC(=O)N3CCOCC3)nc2c1	5	1	4	.	-3	0	21	-10	-2
CCOC(=O)CSc1nnc(CNC(=O)c2ccccc2OC)n1-c1ccc(OC)cc1	-4	1	2	-4	0	-2	21	-6	-2
COc1ccc(C2C(C(=O)Nc3cccc(C)n3)c3ccccc3C(=O)N2C)cc1 (centres undefined)	3	0	-15	-8	3	-6	1	-8	-2
CNc1cc(C(F)(F)F)nc(-c2ccccn2)n1	-2	2	0	3	4	1	0	1	0
O=C(N=Nc1c(O)[nH]c2ccccc12)c1cc(-c2cccs2)[nH]n1	-5	17	-41	-10	.	8	-14	0	0
O=C(NCc1ccc(Cl)cc1Cl)c1ccc2nc[nH]c2c1	1	2	-6	-9	-3	7	-16	0	0
O=C(O)c1cn(Cc2ccccn2)c(=O)c2ccccc12	-2	20	-9	-17	9	1	0	-3	1
COC(=O)c1ccccc1NC(=O)Cn1c(-c2nonc2N)nc2ccccc21	0	6	-13	-15	20	7	-43	1	2
CCO[C@@H]1OC(C(=O)Nc2ccccc2)=C[C@H](c2ccc(Br)cc2)[C@H]1CCCO	1	-11	16	.	-6	2	10	-6	-2
CN(C)c1ccc(C2CC(=O)C=C(Nc3ccccc3N)C2)cc1 (centres undefined)	-3	18	7	-4	.	10	0	2	14
COc1ccc(-n2c(C)cc(C(=O)CSc3nnc(-c4cccs4)o3)c2C)cc1	-1	11	-12	-3	6	-5	0	-10	1
Cc1ccc2nc(SCC(=O)c3cc(C)n(C)c3C)[nH]c2c1	-2	1	-12	-4	7	1	-25	7	4
O=C(NCCCn1ccnc1)c1cnn2c1NC(c1ccccc1)CC2C(F)(F)F (centres undefined)	3	5	2	-10	3	-5	-13	-8	1
CC(C)c1ccc(N(CC(=O)NCCSC(C)(C)C)S(C)(=O)=O)cc1	-2	-19	-5	3	2	-1	-7	-5	-7
CCCC(=O)c1ccc(N2CCN(S(=O)(=O)c3ccccc3)CC2)c(F)c1	1	3	13	-8	1	5	8	-3	-1
CC1(C)Cc2ccccc2C(NNC(=O)c2cccnc2)=N1	-1	6	6	-3	-4	5	2	4	1
COc1cc(/C=C(/NC(=O)c2ccccc2)C(=O)Nc2ccc(O)cc2)c([N+](=O)[O-])cc1OC	2	0	5	-22	3	1	-5	3	1
O=C(NNC(=O)[C@@H]1CCCC[C@@H]1C(=O)O)c1cccs1	1	12	9	-1	4	2	-17	7	-1
CCOC(=O)c1c(/N=C/c2ccc(C)cc2O)sc2c1CCN(C)C2	-2	17	4	-3	.	5	4	-3	14
